# Compound activity as filed in PubChem BioAssay.
# Abeta rescue = qHTS for compounds that reverse cellular toxicity of Amyloid beta (A-beta) peptide in yeast: Primary Screen; yeast expressing A-beta42, growth rescue, OD600, 48 h; response scale: 0% DMSO, 100% iron-clioquinol control; Potency, µM (highest dose often 46.1 µM), inactives show at the top dose growth rescue, hits mostly activators; 0.063% of 410,000 active; further: potency means the concentration at half of the fitted maximal effect; nearly all actives have a fitted effect of over 55% in size
#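 Growth rescue measured by 600 nm absorbance after 48 h yeast culture at 30 C with compound. Values normalized between DMSO and an equimolar ferric chloride plus clioquinol control.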
# CCT modulator = High-Throughput Screening for Modulators of Cytosolic Chaperonin Activity. 0.3% of 360,000 active. purified chaperonin ATPase assay, HTRF ADP detection, 30 min. activity change, % (test concentration not listed), hits read low; in the data active means activity change below about -30%; further: on the % scale 0 is the no-effect control and ±100 the full control effect
#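 First, chaperonin was dispensed at 40 nM or 20 nM final depending on batch activity. Next, compounds were pinned at 76 uM and ATP added at 10 uM. After 30 min at 37 °C, ADP detection reagents ran 30 min at ambient temperature.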
# MmCpn inh = Inhibitors of TCP-1 ring complex (TRiC) of Methanococcus maripaludis (MmCpn): qHTS. Potency, µM (doses to about 76.9 µM), for inactives: at the top dose activity, negative = inhibition, usual class: inhibitors. Chaperonin Mm-Cpn (Methanococcus maripaludis). AID 504842, 2011. purified Mm-Cpn ATPase, ADP Transcreener TR-FRET. 0.031% of 330,000 active; further: potency means the concentration at half of the fitted maximal effect; on the % scale 0 is the no-effect control and ±100 the full control effect; nearly all actives have a fitted effect of over 80% in size
#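 Quantitative HTS used 25 nM Mm-CPN and 10 uM ATP in magnesium/KCl Tris buffer, pH 7.4, with 1 mM DTT. Hydrolysis ran 30 min at 37°C; ADP was read by HTRF.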
# A549 tox = Nrf2 qHTS screen for inhibitors: counterscreen for cytotoxicity. Potency, µM (top dose mostly 46 µM), for inactives: top-dose activity change, negative = cytotoxicity, usual class: inhibitors. A549 ARE-Fluc cells, CellTiter-Fluor viability, 18-24 h. 0.16% of 390,000 active; further: potency means the concentration at half of the fitted maximal effect; on the % scale 0 is the no-effect control and ±100 the full control effect
#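 A549 ARE-Fluc cells in 5% FBS OPTI-MEM, 5000 cells/well, rested 2 h then exposed to compounds in concentration-response for 18-24 h at 37 °C. Viability by CellTiter-Fluor fluorescence (Ex 405/Em 525) after 30 min; luciferase luminescence (BugLite, 15 min, RT) read afterwards.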
# Nrf2 activator = qHTS of Nrf2 Activators. AREc32 ARE-luciferase reporter (MCF7-derived line), luminescence, 24 h. Potency, µM (titrated, usually from 46.1 µM), without a hit: at the highest dose activation, hits mostly activators. 0.31% of 410,000 active. AID 624171, 2012; further: potency means the concentration at half of the fitted maximal effect; % of control where 0% means no effect; nearly all actives have a fitted effect of over 65% in size
#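 Steps: seed AREc32_Fluc cells (1000/well, 5% FBS OPTI-MEM); incubate overnight at 37 deg C; add 23 nL compound; incubate 24 hr; add Steady-Glo; hold 30 min RT; read luminescence.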
# Nrf2 inh = Nrf2 qHTS screen for inhibitors. A549 ARE-Fluc reporter, luciferase luminescence, 18-24 h. Potency, µM (series often up to 46 µM), for the others: at the top dose activity change, negative = inhibition, most hits filed as inhibitors. 2.1% of 360,000 active. AID 504444, 2011; further: potency means the concentration at half of the fitted maximal effect; on the % scale 0 is the no-effect control and ±100 the full control effect; nearly all actives have a fitted effect of over 60% in size
#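 Nrf2 activity is the BugLite luminescence, read 15 min after reagent at room temperature, following CellTiter-Fluor cytotoxicity readout (30 min, 37C). Compound titrations were applied for 18-24 h to 5000 A549 ARE_Fluc cells/well in 5% FBS OPTI-MEM.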
# HepG2 viability = qHTS for Inhibitors of TGF-b: Cytotox Counterscreen | 0.76% of 410,000 active | AID 588856, 2011 | Potency, µM (highest dose often 46.1 µM), for the others: at the top dose activity change, negative = cytotoxicity, usual class: cytotoxic | HepG2 CAGA-GFP viability, ATP luminescence, 18 h; further: potency means the concentration at half of the fitted maximal effect; some results filed as inactive show a strong effect at the top dose
#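 HepG2 CAGA-GFP cells (1000/well, DMEM with 1% FBS) received compound, then TGF-beta at 500 pg/mL final, and were incubated 18 hours at 37 degrees C. Viability was read by CellTiter-Glo luminescence. Media-only wells were set as complete cell-killing and DMSO as no toxicity.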
# Akt phos inh = HTS Assay for Inhibitors of Akt Phophorylation: Primary Screen | Neuro2A IGF-stimulated pAkt S473 HTRF, 20 min; active compounds read low | activity change, % for hits at 50 µM | 0.32% of 360,000 active; in the data active means activity change below about -80%; inconclusive means mostly about -51% to -80%; further: on the % scale 0 is the no-effect control and ±100 the full control effect
#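 Single-point screen (50 µM final compound) in Neuro2A cells stimulated 20 min with 6 nM IGF at 37 deg C. After lysis, Ser473-phosphorylated Akt read by HTRF (ex 330 nm, em 615/665 nm) as the 665/615 ratio.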
# TGFb inhibitor = qHTS for Inhibitors of TGF-b. 1.2% of 410,000 active. HepG2 CAGA-GFP TGF-b/SMAD3 reporter, GFP fluorescence, 18 h; TGF-beta stimulated, 500 pg/mL final. Potency, µM (top dose mostly 46.1 µM), for the others: at the highest dose activity, negative = inhibition, hits mostly inhibitors. AID 588855, 2011; further: potency means the concentration at half of the fitted maximal effect; on the % scale 0 is the no-effect control and ±100 the full control effect; nearly all actives have a fitted effect of over 65% in size
#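 TGF-beta reporter screen: HEPG2 CAGA-GFP, 1% FBS, 500 pg/mL TGF-beta final, 18 h; per-cell GFP summed per well; curves fitted and categorized by class.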
# * marks the source's active call; other numbers are inactive results; i = inactive; ? = inconclusive; · = no result given; [ ] = another dose, or the depositor's remark. Unless noted, the call rests on the fitted dose curve; in most records, active means well fitted curve in the direction sought with a large enough effect; inconclusive means small, poorly fitted or top-dose-only effect, or another doubt; inactive means no such curve, though single readings can be large; an effect the other way counts as inactive or inconclusive.
SMILES,Abeta rescue,CCT modulator,MmCpn inh,A549 tox,Nrf2 activator,Nrf2 inh,HepG2 viability,Akt phos inh,TGFb inhibitor
CC(C)C(=O)Nc1ccc(Cc2ccc(NC(=O)C(C)C)c(O)c2)cc1O,-3%,0.4,-5%,5%,-0.3%,9%,4%,i,-44%
CCOC(=O)/C(C#N)=C/C1=C(N2CCOCC2)CC(C)(C)OC1,6%,-2.9,2%,-16%,1.9%,4%,-4%,i,1%
CCOC(=O)C1=C(C)N=C(/N=C/N(C)C)SC1c1ccccc1 (stereo not given),2%,1.9,2%,-3%,1.0%,-5%,-20%,·,-3%
C#CCSc1nc2sc3c(c2c(=O)n1-c1cccc(OC)c1)CCN(C(C)=O)C3,-21%,·,·,-4%,11%,?,-17%,·,0%
CCCCOc1ccc(/C=N/NC(=S)Nc2cc(C)ccc2C)cc1,5%,-1.5,1%,-19%,-0.2%,-23%,-2%,·,-14%
CC(C)c1ccc(NC(=O)COC(=O)[C@@H]2CCCN2C(=O)c2cccs2)cc1,10%,1.3,-1%,2%,3.4%,17%,4%,i,-7%
CCN1C(=O)[C@H]2[C@@H](c3ccc(C)cc3)N3C(=O)N(c4ccc(C(F)(F)F)cc4)C(=O)[C@@]3(CC)[C@H]2C1=O,-5%,-0.9,?,-10%,0.0%,7%,2%,i,-28%
COc1ccc(CNC2=CC(=O)CC(C)(C)C2)cc1,1%,-1.5,1%,0%,-0.3%,2%,-12%,i,13%
COc1ccc(Nc2cc(C)nc3nc(C)nn23)c(OC)c1,-14%,1.5,0%,0%,5.3%,13%,-1%,i,9%
COc1cc(/C=C/c2ccccc2)cc(OC)c1,-4%,0.3,·,-1%,?,?,1%,i,26%
O=C(O)[C@H](CO)Nc1ncnc2sc3c(c12)CCC3,-6%,-0.8,-1%,7%,-0.3%,12%,-1%,i,6%
COc1cccc(-n2cnc3sc4c(c3c2=O)CCC4)c1,-5%,-3.3,1%,-3%,2.2%,11%,3%,i,-2%
COc1cc(-c2ccc3c(=O)c4ccccc4n(C)c3c2)cc(OC)c1OC,-30%,-2.6,-8%,?,0.8%,13µM*,-26%,i,10%
CN(CC(=O)Nc1nc2ccc(F)cc2s1)S(=O)(=O)c1ccc(Cl)cc1,10%,-7.8,1%,-24%,7.8%,?,-32%,i,?
Cc1ccc(N/C=C/C(=O)c2cccs2)cc1,-4%,0.2,-1%,-11%,?,?,-19%,i,-13%
CC(C)CN(CC(C)C)c1nnc(NC(=O)Nc2cccc(C(F)(F)F)c2)s1,-7%,·,·,-11%,4.9%,?,1%,·,?
CN(C)S(=O)(=O)c1cccc(COC(=O)c2ccc3c(c2)OCO3)c1,-10%,1.8,-2%,3%,2.3%,4%,-2%,i,-2%
Cc1ccc(C)c(SCC(=O)NC(=O)Nc2ccc3c(c2)OCCO3)c1,21%,-2.4,1%,8%,-0.1%,0%,-9%,i,0%
O=C1C=CC(=NN=C(c2ccccc2)c2ccccc2)C=C1,1%,0.8,·,·,6.9%,·,-22%,i,-13%
C=CCn1cnc2c(nnn2Cc2ccc(F)cc2)c1=O,-13%,0.5,-1%,-10%,-0.4%,-17%,4%,i,13%
CCc1ccc(-c2nn(-c3ccc(OC)cc3)c3c2cnc2ccc(OC)cc23)cc1,-13%,·,·,2%,-0.5%,5%,-1%,·,-7%
Cc1ccc(NC(=O)c2ccc(NS(=O)(=O)c3c(C)noc3C)cc2)cc1C,25%,-0.4,0%,-15%,2.6%,-12%,-11%,i,0%
CCOc1cc(N2CCOCC2)c(OCC)cc1NC(=O)CN1CCSC1=O,-2%,-1.0,-3%,0%,0.0%,0%,14%,i,20%
Cc1ccc(NC(=O)CN(C)C2CCCCC2)cc1Cl,3%,-3.1,2%,3%,-0.4%,-8%,-26%,i,0%
COCC(N)(c1ccccc1)c1nc2ccccc2n1C (stereo not given),11%,0.1,0%,?,0.4%,6%,-2%,i,-1%
CCN(CC)S(=O)(=O)c1cccc(C(=O)N[C@H](C(=O)NC2=NCCS2)C(C)C)c1,3%,-0.4,1%,-10%,2.5%,-14%,-3%,i,-2%
O=C(CCCCC(=O)NCc1cccs1)NCc1cccs1,17%,0.0,-1%,-1%,-0.2%,14%,-4%,i,-4%
COc1cc(NC(=O)c2ccc(Cl)cc2Cl)ccc1-c1cc2ccccc2oc1=O,15%,1.4,0%,?,9.2%,22%,11µM*,i,13µM*
N#C/C(=C\c1ccc(-c2ccccc2Cl)o1)C(=O)Nc1nc2ccccc2s1,-2%,-2.8,0%,0%,-0.6%,11%,0%,i,-5%
COc1ccccc1Nc1ncc(C(=O)N2CCC(C(N)=O)CC2)c2ccccc12,-7%,0.2,0%,-2%,3.3%,3%,0%,i,-14%
Cc1ccc(S(=O)(=O)Nc2nc3ccccc3nc2NCC2CCCO2)cc1 (stereo not given),-2%,-1.6,-5%,1%,0.1%,-6%,10%,i,-1%
Cc1ccc(C)c(CN2C(=O)c3ccccc3S(=O)(=O)c3ccc(C(=O)N(C)C4CCCCC4)cc32)c1,1%,·,·,-15%,3.8%,?,2%,·,·
COc1ccc(/C(C)=N/NC(=O)CNC(=O)c2ccncc2)cc1,-13%,-0.4,0%,3%,-0.2%,5%,-27%,i,-2%
CNS(=O)(=O)c1ccc(NC(=O)c2cc(-c3ccncc3)nc3ccc(Cl)cc23)cc1,0%,-4.4,2%,-4%,0.5%,11%,-1%,i,-6%
O=C(NCc1ccc2c(c1)OCO2)C(=O)NC1CCCCC1,5%,0.1,0%,-1%,0.6%,1%,0%,i,-7%
Cc1ccc(S(=O)(=O)Nn2cnnc2)cc1,-4%,-2.5,1%,-7%,-1.4%,1%,8%,i,-8%
Cc1nn2c(NCCOCCO)c3c(nc2c1-c1ccccc1)CCC3,12%,-3.4,-1%,-1%,0.0%,-15%,-2%,i,-20%
O=C(c1ccc2c(=O)n(-c3ccccc3)c(=S)[nH]c2c1)N1CCCCC1,4%,-1.5,1%,-3%,-0.5%,7.3µM*,-1%,i,?
CC1CCN(c2nc(-c3cccnc3)nc3scc(-c4ccccc4)c23)CC1,-1%,0.2,-1%,-8%,-0.2%,-1%,-12%,i,1%
COc1ccc(-n2nc(C(=O)N(C)c3cc(Cl)ccc3OC)c3c4ccccc4n(C)c3c2=O)cc1,-3%,·,·,-2%,-1.1%,1%,1%,·,-12%
COc1ccc(CNC(=O)C(CCSC)NC(=O)c2ccco2)cc1 (stereo not given),18%,1.8,1%,-1%,-0.5%,13%,-2%,i,17%
CN(C)c1ccc(C(CNS(=O)(=O)c2ccc(F)cc2F)N2CCOCC2)cc1 (stereo not given),2%,·,·,-1%,0.3%,·,15%,·,35%
Cc1noc(C)c1CCC(=O)N1CCCC(N2CCN(c3ccc(F)cc3)CC2)C1 (stereo not given),6%,0.4,-2%,-1%,2.3%,-4%,11%,i,-6%
COc1cccc(OCC(O)CNC(C)c2ccccc2)c1 (stereo not given),8%,1.2,-2%,4%,-0.7%,-23%,-22%,i,-19%
O=C(NCc1ccco1)C1CC(c2ccccc2C(F)(F)F)=NO1 (stereo not given),-8%,0.6,-17%,-6%,0.6%,1%,-3%,i,-12%

# Four neighbouring records out of the list so far, quoted:
SMILES,Abeta rescue,CCT modulator,MmCpn inh,A549 tox,Nrf2 activator,Nrf2 inh,HepG2 viability,Akt phos inh,TGFb inhibitor
Cc1ccc(S(=O)(=O)Nn2cnnc2)cc1,-4%,-2.5,1%,-7%,-1.4%,1%,8%,i,-8%
Cc1nn2c(NCCOCCO)c3c(nc2c1-c1ccccc1)CCC3,12%,-3.4,-1%,-1%,0.0%,-15%,-2%,i,-20%
O=C(c1ccc2c(=O)n(-c3ccccc3)c(=S)[nH]c2c1)N1CCCCC1,4%,-1.5,1%,-3%,-0.5%,7.3µM*,-1%,i,?
CC1CCN(c2nc(-c3cccnc3)nc3scc(-c4ccccc4)c23)CC1,-1%,0.2,-1%,-8%,-0.2%,-1%,-12%,i,1%

# Going on with the list.
SMILES,Abeta rescue,CCT modulator,MmCpn inh,A549 tox,Nrf2 activator,Nrf2 inh,HepG2 viability,Akt phos inh,TGFb inhibitor
COc1ccccc1N1C(=O)c2cccc3c(N(C)CCO)ccc(c23)C1=O,11%,-0.6,-2%,?,3.8%,-17%,-25%,i,71%[activator]
COc1cc(OC)cc(C(=O)NCCc2ccc(OC)c(OC)c2)c1,5%,-2.0,·,11%,-0.2%,-26%,4%,i,-3%
COCCn1c(SCC(=O)Nc2ccc3c(c2)OCCO3)nnc1-c1c[nH]c2ccccc12,9%,-0.1,2%,-5%,2.2%,-15%,-25%,i,2%
O=C(CCCCn1c(=S)[nH]c2ccsc2c1=O)NCc1ccco1,24%,0.2,-1%,-6%[1.84 µM],-0.6%,-20%,-2%,i,-8%
C=CCNc1nc(C(=O)OCC)nc2ccccc12,-11%,-4.2,0%,11%,0.4%,12%,-47%,i,-6%
Cc1cc(C(=O)Nc2ccccc2)c2ccccc2n1,4%,-3.0,0%,-2%,3.3%,-8%,-2%,i,-15%
COc1cc(C2NCC(c3ccc(Cl)cc3Cl)c3c2[nH]c2ccccc32)cc(OC)c1OC (stereo not given),?,-0.4,-2%,-4%,1.8%,?,0%,i,-13%
COc1cc(C(=O)NC(=S)NNC(=O)c2cnccn2)cc(OC)c1OC,-70%[inhibitor],0.9,1%,-16%,0.9%,4.6µM*,-4%,i,-4%
